# From PubChem BioAssay
# FBW7 act = FBW7 E3 ligase activators, primary screen, biochemical, AlphaScreen, human; F-box/WD repeat-containing protein 7 (Homo sapiens), Q969H0; AlphaScreen FBW7–phospho-cyclin E peptide binding, activator screen; normalized activity (activation), % at 26.1 µM; hit rate 0.13% among 650,000; in the data active = normalized activity above about 1.9%;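 also: purified mutant Fbw7 with reduced substrate affinity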
# GPR151 activ = activators of human GPR151, primary screen, cell-based, PathHunter beta-arrestin, luminescence. G-protein coupled receptor 151 (Homo sapiens), Q8TDV0. PathHunter beta-arrestin GPR151 cells. activation, % at 11.2 µM. hit rate 1% among 650,000. AID 1508602, 2020; in the data active = activation above about 4.9%;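 also: 0% = median of compound wells and 100% = cells with positive control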
# Target sequence (Q8TDV0 whole entry, looked up): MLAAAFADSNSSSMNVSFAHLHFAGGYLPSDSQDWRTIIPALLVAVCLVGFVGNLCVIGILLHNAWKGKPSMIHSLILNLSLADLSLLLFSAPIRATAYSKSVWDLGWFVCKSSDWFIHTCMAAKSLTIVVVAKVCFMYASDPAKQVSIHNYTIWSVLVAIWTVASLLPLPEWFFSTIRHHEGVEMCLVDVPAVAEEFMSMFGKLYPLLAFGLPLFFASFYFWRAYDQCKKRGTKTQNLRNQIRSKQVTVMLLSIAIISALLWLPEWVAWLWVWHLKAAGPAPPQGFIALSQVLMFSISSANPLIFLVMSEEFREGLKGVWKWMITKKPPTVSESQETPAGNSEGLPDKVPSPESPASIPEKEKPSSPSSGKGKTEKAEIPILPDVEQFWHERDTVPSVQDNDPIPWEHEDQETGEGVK
# TEAD-YAP block = TEAD-YAP interaction inhibition, primary screen, TEAD-YAP interaction inhibitor project, luminescence, HEK-TIYL cells; TEAD-Gal4/YAP UAS-luciferase luminescence; inhibition, % at 9.12 µM; hit rate 1.4% among 640,000; AID 1259422, 2018; in the data active = inhibition above about 32%;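 also: 0% = median of test compound wells and 100% = reference inhibitor wells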
# MITF primary = MITF inhibitors, primary screen, biochemical, AlphaScreen, human | inhibition, % at 2.6 µM | AID 1259374, 2018 | AlphaScreen MITF homodimerization, bead proximity signal | hit rate 0.91% among 650,000 | Microphthalmia-associated transcription factor (Homo sapiens), O75030; in the data active = inhibition above about 50%;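 also: 0% = vehicle wells with protein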
# Target sequence (O75030 whole entry, looked up): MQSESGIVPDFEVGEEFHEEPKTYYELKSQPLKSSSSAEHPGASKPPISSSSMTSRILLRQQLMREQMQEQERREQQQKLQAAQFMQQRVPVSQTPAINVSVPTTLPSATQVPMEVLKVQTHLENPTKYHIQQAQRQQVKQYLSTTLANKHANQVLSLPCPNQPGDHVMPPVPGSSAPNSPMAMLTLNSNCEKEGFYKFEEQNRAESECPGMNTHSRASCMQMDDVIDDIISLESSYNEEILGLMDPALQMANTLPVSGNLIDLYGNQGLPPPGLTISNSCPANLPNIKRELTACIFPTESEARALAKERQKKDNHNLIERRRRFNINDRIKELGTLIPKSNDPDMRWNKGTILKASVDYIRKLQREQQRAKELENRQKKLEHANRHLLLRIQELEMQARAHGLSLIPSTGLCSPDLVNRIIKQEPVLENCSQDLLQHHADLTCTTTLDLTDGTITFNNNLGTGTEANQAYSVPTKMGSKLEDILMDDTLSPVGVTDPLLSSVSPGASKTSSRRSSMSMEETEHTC
# Active calls of the source: *; x = no result given; & = joins results of further samples. Compounds as they come; about 3.5% have a hit in one of these screens.
SMILES,FBW7 act,GPR151 activ,TEAD-YAP block,MITF primary
Brc1ccc2ncnc(NCc3ccco3)c2c1,0.0,1.0,29,3
Cc1cc2c(nc1C)CCCN2CC(O)CN1CCCc2nc(-c3ccc(Br)cc3)ccc21 (stereo not given),-0.1&-0.1,1.0&-0.6,x,7&-45
O=C(O)c1ccc(N2C(=O)c3ccccc3C2=O)cc1Cl,-0.1,-0.2,4,6
CSCCC(NC(=O)C1CCC(C)CC1)C(=O)OCc1ccc([N+](=O)[O-])cc1 (stereo not given),0.1,-0.8,5,14
CS(=O)(=O)c1ccc(NCC(=O)NC2CCS(=O)(=O)C2)c([N+](=O)[O-])c1 (stereo not given),-0.1,-2.7,-3,4
Cc1cccc(OCCN2CCNCC2)c1C,0.2,0.8,-2,73*
CCOC(=O)C1=C(C)NC2=C(C(=O)CC(c3cccs3)C2)C1c1ccc(O)c(OCC)c1 (stereo not given),0.1,-0.1,4,-8
Cn1c(=O)c2c(nc(Oc3ccc(F)cc3)n2Cc2ccc(F)cc2)n(C)c1=O,-0.2,0.2,0,-5
NC(=O)NCC(=O)OCC(=O)c1ccc(-c2ccccc2)cc1,0.4,-1.1,6,7
CN1CCN(CC/C=C2/c3ccccc3Sc3ccc(S(=O)(=O)N(C)C)cc32)CC1,0.0&0.0,-1.7&1.5,-22,7&-16
Cc1sc(NC(=O)CSc2nc3cc4c(cc3cc2C#N)OCCO4)c(C#N)c1C,0.7,-0.3,16,18
CN(C)C(=O)COC(=O)c1ccc(N)c([N+](=O)[O-])c1,-0.1,1.1,-5,-7
CN1CCN(C(=O)c2cc(-c3ccccc3O)on2)CC1,-0.2,0.9,-64,-4
Cc1cc(NS(=O)(=O)c2ccc(NC(=O)CC3CCCC3)cc2)nc(C)n1,0.3,1.4,10,0
CCc1ccc(C(=O)Nc2c(C)n(C)n(-c3ccccc3)c2=O)cc1,0.0,0.5,2,6
CCOc1c(I)cc(CNCc2ccccc2)cc1OC,0.0,0.9,0,-3
CCOCC(=O)Nc1c(C(=O)Nc2ccc(F)c(Cl)c2)oc2ccccc12,0.1,2.5,7,2
CC(=O)c1ccc(OCC(=O)Nc2ccc3c(c2)CCC3)cc1,0.3,-0.3,20,10
CN=C1S/C(=C/c2ccc(-c3cccc(Cl)c3C)o2)C(=O)N1C,0.1,-1.3,-9,-3
COc1ccccc1-n1c(SCC(=O)N2CCC(C)CC2)nnc1-c1ccncc1,0.0,-0.3,-2,5
O=C(Oc1ccccc1C(=S)N1CCOCC1)c1ccccc1F,0.0,1.6,-7,-23
COCC1CCCN(Cc2ccc3c(c2)CN(C(=O)CCn2cccn2)CCO3)C1 (stereo not given),0.3,-1.5,-3,11
Cc1ccc(C(=O)CSc2nc3nc(C)cc(C)n3n2)cc1,-0.1,-0.1,-7,-7
CCOC(=O)C1=C(C)N=c2s/c(=C/c3ccc(OC)c(OC)c3)c(=O)n2C1c1ccc(OC(C)=O)c(OC)c1 (stereo not given),-0.1,-0.3,9,2
Cc1nc2c3ccccc3nc(NNC(=O)CCC(=O)NC3CCCC3)n2n1,0.3,1.1,-14,-1

# Brought forward from above: six compounds; new compounds follow.
SMILES,FBW7 act,GPR151 activ,TEAD-YAP block,MITF primary
COc1ccccc1-n1c(SCC(=O)N2CCC(C)CC2)nnc1-c1ccncc1,0.0,-0.3,-2,5
O=C(Oc1ccccc1C(=S)N1CCOCC1)c1ccccc1F,0.0,1.6,-7,-23
COCC1CCCN(Cc2ccc3c(c2)CN(C(=O)CCn2cccn2)CCO3)C1 (stereo not given),0.3,-1.5,-3,11
Cc1ccc(C(=O)CSc2nc3nc(C)cc(C)n3n2)cc1,-0.1,-0.1,-7,-7
CCOC(=O)C1=C(C)N=c2s/c(=C/c3ccc(OC)c(OC)c3)c(=O)n2C1c1ccc(OC(C)=O)c(OC)c1 (stereo not given),-0.1,-0.3,9,2
Cc1nc2c3ccccc3nc(NNC(=O)CCC(=O)NC3CCCC3)n2n1,0.3,1.1,-14,-1
O=c1[nH]c(SCc2ccc(Cl)cc2)nc2[nH]ncc12,-0.8,0.1,-37,3
CCN(CC)c1nc(C)nc2sc(C(=O)Nc3ccc(F)cc3Cl)c(C)c12,0.0,-0.3,-1,-12
Cn1c(C2CCCCC2)nc2ccccc21,0.0,-0.3,14,14
O=C(N/N=C\c1c(O)ccc2ccccc12)c1[nH]ncc1I,0.2,3.4,10,23
O=c1c2ccccc2nc2n1CCS2,0.1,-1.6,-6,-11
CCC(NC(=O)c1ccccc1NC(=O)C(C)(C)C)C(=O)N1CC(C)OC(C)C1 (stereo not given),0.0,-0.4,-6,-6
CN(C)S(=O)(=O)c1ccc(NC(=O)C(=O)Nc2ccc(C3CCCCC3)cc2)cc1,-0.1,0.0,-24,-3
Nc1nccnc1C(=O)OCC(=O)NC1CCCc2ccccc21 (stereo not given),0.0,1.7,-1,10
O=C(CC(Sc1cccc2cccnc12)c1ccc(OC(F)F)cc1)c1ccco1 (stereo not given),-2.1,-1.6,51*,-14
Cc1nnc(SCc2nc3sc4c(c3c(=O)[nH]2)CCC(C)C4)n1C (stereo not given),0.1,-0.5,-15,0
CC(C)(C)C(=O)/C(=N/OC(=O)Nc1ccc(Cl)cc1)n1cncn1,0.1,1.5,-39,-6
O=C1CN(C(=O)c2ccc3ccccc3c2)CCN1,0.1,1.2,5,5
COC(=O)c1cc(Br)cn1S(=O)(=O)c1cc(Cl)ccc1OC,-0.2,3.1,-12,-4
O=C(CSc1nnc2c(n1)[nH]c1ccccc12)N1c2ccccc2Sc2ccccc21,0.1,1.0,-4,-1
O=C(CCc1nc2cccnc2n1-c1ccccc1)N1CCc2ccccc21,0.1,-1.2,3,-3
CC(Oc1ccccc1F)C(=O)Nc1cccc([N+](=O)[O-])c1 (stereo not given),0.1,-0.3,5,12
COc1ccc(/C(C)=N/NC(=O)C(O)c2ccccc2)cc1[N+](=O)[O-] (stereo not given),0.0,1.6,11,0
CCCCOC(=O)c1ccc(NC(=O)c2cc(-c3ccc(OC)c(OC)c3)nc3ccccc23)cc1,0.4,-1.2,-1,-5
N#Cc1cc2cc3c(cc2nc1N1CCOCC1)OCO3,0.0,-0.7,-3,-8
O=C(O)c1cc(S(=O)(=O)NN(Cc2ccccc2)c2ccccc2)ccc1O,0.0,0.1,-4,14
CC1=C(C(=O)NCc2ccccc2)C2(CCCCCC2)OC1=O,0.4,-0.3,-9,20
C=CCOC(=O)C1=C(C)Nc2c(c(=O)n(C)c(=O)n2C)C1c1ccc(N(C)C)cc1 (stereo not given),-0.2,0.3,1,13
CCOCCCNc1nc(C)nc2c1nnn2Cc1c(F)cccc1Cl,-0.1,0.1,-4,0
CCCCNC(=O)c1cc(=O)[nH]c2ccc(S(=O)(=O)N3CCC(C)CC3)cc12,0.0,0.0,4,-2
O=C(CCc1ccccc1)N1CCN(c2ccccn2)CC1,-0.1,-0.2,0,8
# (list continues)
SMILES,FBW7 act,GPR151 activ,TEAD-YAP block,MITF primary
CCN1C(=O)/C(=C\c2ccc(NC(=O)C(F)(F)F)cc2)SC1=S,0.5&0.0,-0.1&-0.4,-3&-35,19&-8
CCc1cccc(C)c1NC(=O)CCS(=O)(=O)c1ccc(OC)cc1,0.5,0.9,8,40
COc1ccccc1C(=O)n1nc(-c2cccnc2)nc1NCc1cccs1,0.0,0.1,-1,16
N#C/C(=C\c1cccs1)C(=O)NCC1CCCO1 (stereo not given),0.1,0.1,-36,4
CCC(=O)NCCCc1nc2ccccc2n1C(C)C,-0.1,-1.1,2,17
COc1cccc(CN2CCN(C3CCC(=O)N(Cc4ccc(F)c(F)c4)CC3)CC2)c1 (stereo not given),0.1,-0.5,6,0
O=C(N/N=C/c1ccccc1O)c1cc(-c2ccc(Cl)cc2)n[nH]1,0.0,-0.4,21,23
CCC(=O)N1CCc2cc(S(=O)(=O)NC3CCCCC3)ccc21,-0.3,1.2,-2,-1
CC1(C)NC(=O)N(CC(O)COc2ccc(Cl)cc2)C1=O (stereo not given),0.0,0.0,7,11
CCOC(=O)c1[nH]c2ccccc2c1NC(=O)Cc1ccc(OC)c(OC)c1,0.1,0.2,-1,-1
CC(C)C(=O)Nc1ccc(NC(=O)/C=C/c2ccco2)cc1,-0.4,1.1,-48,2
CC1(C(=O)O)CCC(c2nc3c4ccccc4ncn3n2)C1(C)C (stereo not given),0.1,0.7,-10,-1
Cc1nnc2ccc(SCC(=O)N3CCCCC3CCc3ccc(O)cc3)nn12 (stereo not given),0.0,1.4,-5,6
Cc1ccc(S(=O)(=O)N[C@H]2COC(=O)[C@H](Cc3ccccc3)NC(=O)[C@@H](C)COC(=O)C/C=C/[C@@H]2C)cc1,0.0,0.8,x,14
O=C(CN1C(=O)C(c2ccccc2)Oc2cccnc21)NCc1ccc2c(c1)OCO2 (stereo not given),-0.1,-1.1,7,8
Cc1ccc(S(=O)(=O)N(CC(=O)N2CCN(c3ccccc3)CC2)c2ccccc2F)cc1,0.9,-0.5,3,1
Cc1cccc(C)c1N1CCN(c2cc(Cl)nc(N)n2)CC1,0.3,-1.8,-2,12
Nn1cnnc1SCC(=O)NCCc1ccccc1,0.0,-0.4,7,-1
Cc1ccc(S(=O)(=O)N(CC(=O)NC2CC2)c2ccc(C(C)C)cc2)cc1,-0.1,-0.5,13,9
CCCn1c(SCC(=O)NC2CC2)nnc1-c1ccccn1,0.0,1.0,8,9
O=C(NN1CCOCC1)C(O)(c1ccc(Cl)cc1)c1ccc(Cl)cc1,0.1,1.7,-2,1
CCn1cc(C(=O)N2CCC(c3[nH]ncc3-c3ccncc3)CC2)cn1,0.1,0.9,-2,11
Cc1nc2nc(SCC(=O)Nc3cccc(Cl)c3C)nn2c(C)c1Cc1ccccc1F,0.1,-1.1,-6,-7
CCCCCn1c(=S)[nH]c2cc(C(=O)Nc3ccc(OC(F)(F)F)cc3)ccc2c1=O,0.1,0.1,-2,-24
CC(=O)N1CCc2c(sc(NC(=O)c3ccc(C(C)(C)C)cc3)c2C#N)C1,-0.1,0.2,4,-1

# Quoted at random: three compounds from above.
SMILES,FBW7 act,GPR151 activ,TEAD-YAP block,MITF primary
CN1CCN(C(=O)c2cc(-c3ccccc3O)on2)CC1,-0.2,0.9,-64,-4
CCC(NC(=O)c1ccccc1NC(=O)C(C)(C)C)C(=O)N1CC(C)OC(C)C1 (stereo not given),0.0,-0.4,-6,-6
O=C(CC(Sc1cccc2cccnc12)c1ccc(OC(F)F)cc1)c1ccco1 (stereo not given),-2.1,-1.6,51*,-14

# Continued:
SMILES,FBW7 act,GPR151 activ,TEAD-YAP block,MITF primary
O=C(NCCOc1ccc(Cl)cc1)C(=O)Nc1cccc(Cl)c1Cl,-0.2,1.2,1,0
CCN(CC)c1ccc(NC(=O)CN2CCN(S(=O)(=O)c3cccc([N+](=O)[O-])c3)CC2)cc1,-0.2,0.1,1,5
CCOC(=O)C1=C(C)N=c2s/c(=C/c3cc4ccccc4[nH]3)c(=O)n2C1c1ccc(F)cc1 (stereo not given),0.1,0.4,6,6
CSc1nncn1/N=C/c1cccc(C(F)(F)F)c1,-0.1,1.6,-6,-6
Cc1cnc(NC(=O)c2ccc(Cn3ccnc3)cc2)s1,0.0,-0.6,61*,0
CC(=O)Nc1c(C#N)c(-c2ccc([N+](=O)[O-])cc2)cc2nc3ccccc3n12,0.0,0.2,-5,3
COc1ccc(/C=C/C(=O)c2ccco2)cc1,0.2,-1.4,-14,-11
O=C(Nc1sc2c(c1C(=O)NC1CCCCC1)CCC2)c1cccnc1,0.1,0.1,-1,-4
O=C(c1ccco1)N1CCN(C(=S)Nc2cccc(F)c2)CC1,-0.3,-1.8,-13,-14
COC(=O)CNC(=O)c1cc2c(=O)oc3ccccc3c2s1,0.0,0.5,-2,5
CCN(CC)CCNC(=O)C1c2ccccc2C(=O)N(C)C1c1cn(C)c2ccccc12 (stereo not given),0.4,0.6,-3,-6
Cc1cc2cc(CN(CCc3ccccc3)C(=O)N(C)C)c3nnnn3c2cc1C,0.6,1.2,-2,-2
C=CCNC(=O)c1cc2c(n(-c3ccc(C)cc3)c1=O)CC(C)(C)CC2=O,0.1,0.3,-1,-10
COc1ccc(S(=O)(=O)N2CCc3ccccc3C2)c2ccccc12,-0.2,-0.2,-3,-7
Cc1ccccc1/C=C1\C(=O)Nc2ccc(F)cc21,0.5,0.5,2,5
O=C1NC2(CCN(CC(=O)N3CCCC4CCCCC43)CC2)Nc2ccccc21 (stereo not given),-0.1,-0.4,14,6
COC(=O)C(CC(C)C)NC(=O)c1cccc([N+](=O)[O-])c1 (stereo not given),-0.1,-0.9,-1,-16
O=C(Nc1ccc(F)c(F)c1)C1CCCN(S(=O)(=O)c2cnc[nH]2)C1 (stereo not given),-0.1,0.5,1,2
CC(C)(C)C(=O)Nc1nnc(SCCN2CCCC2)s1,0.2,-0.3,0,4
O=C1c2ccccc2C(=O)N1CCCCSc1ncnc2sc3c(c12)CCCC3,-0.1,0.6,-1,-13
Cc1ccc(-n2ncc3c(Nc4ccc(Oc5ccc(Cl)cc5)cc4)ncnc32)c(C)c1,0.0,2.0,-3,7
CCOC(=O)C1(Cc2ccc(OC)cc2)CCN(C(=O)C2CC=CCC2)CC1 (stereo not given),0.1,0.7,6,5
Cc1nc(NCc2cnn(C)c2C)sc1-c1ccn(-c2cccc(F)c2)n1,0.0,1.8,-2,-10
